# NPYLR7 agonist = mosquito NPYLR7 agonism | activation, % at 10 µM | actives 0.15% (n = 270,000) | HEK293T NPYLR7/Galpha15, GCaMP6s calcium fluorescence; in the data active = activation above about 40%;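 also: 0% = vehicle and 100% = reference agonist at the receptor; some compounds past the cut are filed as inactive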
# hcGAS inh = human cGAS inhibition; Q8N884; recombinant h-cGAS, ATP depletion, Kinase-Glo luminescence; inhibition, % at 12.5 µM; actives 0.081% (n = 290,000);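 also: 0% = vehicle reaction and 100% = reaction without DNA for no activity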
# Target sequence (Q8N884 whole entry, looked up): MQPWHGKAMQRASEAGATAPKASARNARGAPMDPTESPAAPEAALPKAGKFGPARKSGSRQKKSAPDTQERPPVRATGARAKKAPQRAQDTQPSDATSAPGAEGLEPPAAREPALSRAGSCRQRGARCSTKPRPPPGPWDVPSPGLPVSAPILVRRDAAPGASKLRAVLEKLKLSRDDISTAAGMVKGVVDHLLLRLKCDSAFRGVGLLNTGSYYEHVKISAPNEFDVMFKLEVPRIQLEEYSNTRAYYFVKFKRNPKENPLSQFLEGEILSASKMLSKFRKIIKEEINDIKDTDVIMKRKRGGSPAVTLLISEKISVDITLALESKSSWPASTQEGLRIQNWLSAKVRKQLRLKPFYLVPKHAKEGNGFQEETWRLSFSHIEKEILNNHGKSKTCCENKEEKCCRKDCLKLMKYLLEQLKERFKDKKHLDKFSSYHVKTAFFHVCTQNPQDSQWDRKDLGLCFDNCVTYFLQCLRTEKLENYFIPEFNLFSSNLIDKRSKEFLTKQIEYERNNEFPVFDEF
# mcGAS lum = blocks mouse cGAS activity. recombinant cGAS, Kinase-Glo ATP depletion luminescence. Q8C6L5. inhibition, % at 12.5 µM. actives 0.15% (n = 160,000);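 also: 0% = negative control wells and 100% = reference inhibitor with no enzyme activity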
# Active calls of the source: *; / = no result given; & = joins results of further samples. Rule as the data show it, unless noted: active = inhibition above about 40%; inactive = the rest.
SMILES,NPYLR7 agonist,hcGAS inh,mcGAS lum
Cc1ccccc1Cc1nnc(NC(=O)C(=O)N2CCOCC2)s1,0.8,-2.7,-7.2
Cc1nn(-c2cccc(F)c2)c(N2CCN(C)CC2)c1CN(CCC(C)C)C(=O)CSc1ccccc1,-0.1,1.1,-0.7
CC(C)C(NS(=O)(=O)c1ccc(Cl)nc1)C(=O)N(C)C (stereo not given),17.8,-5.9,/
CCOC(=O)CCNc1cc(N2CCc3ccccc3CC2)nc(-c2ccccn2)n1,25.2,-9.9,-12.1
CCC(CC)NC(=O)CNC(=O)c1ccc(S(=O)(=O)N(CC)CC)cc1,17.7,-6.0,/
N#Cc1cccnc1NCCN1CCCc2ccccc21,1.5,3.5,/
CN(CCCNC(=O)CCC(=O)c1ccc(CCCC2CC2)cc1)c1ccccc1,-3.9,-9.2,/
Cc1c(C)c(C)c(S(=O)(=O)N2CCN(C(=O)C(C)NC(=O)C(C)C)CC2)c(C)c1C (stereo not given),-2.7,1.4,1.1
CC(=O)c1ccc(NC(=O)N2CCCC(C(=O)c3cccc(OC(C)C)c3)C2)cc1 (stereo not given),6.6,0.2,-12.7
O=C(COC(=O)c1ccccc1F)Nc1ccc(Br)cc1Br,-0.2,0.7,/
O=C(CSc1nnc(-c2cccs2)o1)NC(=O)NC1CCS(=O)(=O)C1 (stereo not given),-0.3,-4.2,/
CNc1nc(C)cc(-c2cccc(C(C)OC)c2)n1 (stereo not given),1.7,-4.9,-11.2
COc1ccc(-c2cnnc(NCc3cc(C)n(C)n3)n2)c(OC)c1,1.0&0.6,1.4&-4.0,-3.9
CCOCCCNC(=O)c1cc(NC(=O)COCc2ccccc2)ccc1N1CCCCC1,36.4,-5.5,-5.4
Cc1ncsc1CCn1ccnc1-c1nc[nH]c1C,13.6,-3.1,/

# A different layout for 4 compounds above.
Structure	NPYLR7 agonist	hcGAS inh	mcGAS lum
Cc1nn(-c2cccc(F)c2)c(N2CCN(C)CC2)c1CN(CCC(C)C)C(=O)CSc1ccccc1	-0.1	1.1	-0.7
CN(CCCNC(=O)CCC(=O)c1ccc(CCCC2CC2)cc1)c1ccccc1	-3.9	-9.2	/
CCOC(=O)CCNc1cc(N2CCc3ccccc3CC2)nc(-c2ccccn2)n1	25.2	-9.9	-12.1
COc1ccc(-c2cnnc(NCc3cc(C)n(C)n3)n2)c(OC)c1	1.0&0.6	1.4&-4.0	-3.9

# Following part:
SMILES,NPYLR7 agonist,hcGAS inh,mcGAS lum
COC1CN(c2cccc(F)c2)C12CCN(CC1CCCCC1)CC2 (stereo not given),/,-1.1,-3.4
O=C(c1ccc(S(=O)(=O)N2CCOCC2)cc1)n1nnc2ccccc21,-1.4,-10.1,-7.0
N#CCS(=O)(=O)c1ccc(F)cc1,2.2,-8.5,-6.5
CC(c1ccc(-c2cc(NCCO)nc(N)n2)cc1)N1CCCC1 (stereo not given),4.7,-4.6,-16.9
OCc1ccccc1-c1ccc2nc[nH]c2c1,5.8,0.2,/
Cn1ccn2ncc(C(=O)NC(Cn3ccnc3)c3ccccc3)c12 (stereo not given),16.9,-5.1,/
CCOc1ccccc1CN1CCN(Cc2ccc(CC)o2)CC1CCO (stereo not given),-1.2,-5.0,/
CCOC(=O)CN(CC1CC1)[C@@H]1C[C@@H]2CO[C@H](C(C)C)C[C@@H]2C1,1.5,3.1,-5.1
N#CC(c1nc2ccccc2nc1NC1CCCCCCC1)S(=O)(=O)c1ccc(F)cc1 (stereo not given),3.3,1.3,/
Cn1nnnc1SCC(=O)Nc1sc2c(c1C(N)=O)CCC2,4.9,-2.4,/
Cc1sc(C)c(C2=CCCCC2)c1Br,-3.7,12.9,/
COc1ccc2[nH]c3c(c2c1)CCN(C(=O)c1cc(Cl)sc1Cl)C3c1ccc(C(F)(F)F)cc1 (stereo not given),6.1,-10.2,-5.7
COC(=O)Oc1cc2oc(=O)sc2cc1Cl,-1.7,6.0,2.3
Cc1ccccc1Cn1nc(-c2ccco2)c2sc(N3CCCCC3)nc2c1=O,-3.3,-3.0,-6.9
O=C(N[C@@H]1CCCC[C@H]1OCc1ccccc1)c1cccnc1Oc1ccc(Cl)cc1,2.4,-4.9,-5.0
Cc1nc2n(c1C)CCN(CC(=O)NNC(=O)c1ccc(F)cc1)C2,8.4,-8.5,-16.7
Cc1nn(C(=O)c2ccc(F)cc2)c(C)c1Sc1ccccc1,-3.1,-4.9,-8.4
CC(C)N(CCNCc1cccc(O)c1)C1CC1,-0.8,-11.6,-18.2
CCOC(=O)c1c(NC(=O)CSc2nnc3ccccn23)sc(C(=O)OC)c1C,-2.6,-2.8,-3.1
O=C(NCCn1ncc2c(=O)n(Cc3ccccc3F)cnc21)c1ccc2c(c1)OCO2,-4.4,-4.8,-7.7
COc1ccccc1OCC1c2ccsc2CCN1C(=O)CN(CC1CCCO1)C(=O)Cc1ccccc1 (stereo not given),-1.7,-4.1,-5.2
COc1ccc(-c2nccn2CCc2cnc[nH]2)c(C)c1C,-7.7,-4.7,/
CCCn1nc(C(=O)N2CCCC2)c2c1CCC(N1CCN(c3ccccc3OCC)CC1)C2 (stereo not given),20.5,-26.1,-9.8
COc1cccc(NC(=O)CCC2CCN(C(=O)NCCc3ccccc3)CC2)c1,-2.2,-9.8,-11.8
Cc1ccc2nc(COCC(=O)N3CC[C@H](O)[C@@H](O)C3)[nH]c2c1,27.4,-5.5,-15.7
CCOC(=O)C1=C(C)N=c2s/c(=C\c3ccc(OC)cc3OC)c(=O)n2C1c1ccc(Cl)cc1 (stereo not given),9.2,-3.3,-5.5
COC(=O)c1cccc(C(=O)Nc2cc(C3CC4CCC3C4)[nH]n2)n1 (stereo not given),0.7,-0.2,/
CCOC(=O)c1csc(CSc2nnc(-c3ccco3)n2-c2cc(Cl)ccc2C)n1,1.7,-11.4,-6.0
Clc1ccc2nnn(OCc3cn4cc(Cl)ccc4n3)c2c1,-2.1,-0.1,/
Cc1ccccc1-n1cc(CN(C)C(=O)c2ccc(=O)[nH]n2)cn1,-2.2,3.3,/
CCn1ccnc1CN(C)C(=O)CCc1nnc(CCCc2ccccc2)o1,2.3,-2.2,-3.7
O=C(c1cc(F)ccc1Br)N1CCN(S(=O)(=O)c2ccccc2)CC1,11.5,-9.8,/
O=C1NC(=Nc2ccccc2)S/C1=C/c1ccc(Oc2ccc([N+](=O)[O-])cc2[N+](=O)[O-])cc1,-9.5,-5.1,-4.9
CC1(C)CN(C(=O)C(=O)Nc2ccn(-c3ccccc3)n2)CCO1,4.4,-7.2,/
CS(=O)(=O)C1CCCC(NC(=O)c2ccc(C(F)(F)F)cc2)C1 (stereo not given),-0.2,-6.9,-17.6
Cc1nn(-c2ccccc2)c(C)c1SCC(=O)NCC(=O)NC(C)(C)C,-4.1,10.0,/
COc1ccc(-c2c(C)nn3c(-n4cnc5ccccc54)cc(C)nc23)cc1OC,5.6,-10.7,-9.6
COc1ccc(C)cc1N1C(=O)C(c2c(C)[nH]n(C(C)(C)C)c2=O)=C(N2CCC(C)CC2)C1=O,12.0,-6.1,-4.1
NCc1ccccc1CN1CCN(c2ccccc2)CC1,2.0,-3.1,/
CCOC(=O)[C@@H]1CN(S(=O)(=O)c2ccc(C(C)=O)cc2)[C@H]2c3cccc(F)c3O[C@@H]12,2.3,-0.2,-6.9
C=c1c(C#N)c2[nH]c(N)c(C#N)c(C)c-2/c1=C\c1ccc2c(c1)OCO2,10.8,-4.7,23.7
Clc1cc2c(cc1CN1CCC3(CC1)OCCCO3)OCO2,-9.2,-5.3,/
COc1cc(OC)cc(C(=O)N(CC(=O)Nc2cc(C(C)(C)C)nn2-c2cccc(C)c2C)C(C)C)c1,-9.0,1.6,1.2
CN(C)CCCN1C(=O)C2C3C=CC(C3)C2C1=O (stereo not given),8.9,-6.8,/
Cn1c(SCC(N)=O)nnc1-c1ccc(Cl)cc1,10.8,-6.0,-4.0
O=C(CCn1c(CO)nc2ccccc21)N1C[C@@H]2[C@@H]3CC[C@@H](C3)[C@@H]2C1,/,-3.8,-10.9
Cc1ccc(CN2CCN(CC3=Cc4cc(Cl)ccc4OC3)CC2CCO)o1 (stereo not given),-0.9,-1.8,/
CC(=O)NCC1CCC2(CCN(c3nccc(-c4ccc(C)nc4C)n3)CC2)O1 (stereo not given),11.1,-3.8,/
CCc1ccc(C(=O)N2C[C@H]3COCC[C@@]3(O)[C@@H]3COCC[C@@H]32)[nH]1,/,-2.7,-3.3
CN1CCN(Cc2c(O)ccc3cc(-c4ccccn4)c(=O)oc23)CC1,8.2,-8.8,-9.5
C=CCN=c1scc(-c2ccc(Br)cc2)n1N=Cc1cccnc1,-0.4,-3.2,/
CC1(c2ccco2)NC(=S)N(c2ccccc2)N1 (stereo not given),2.5,-10.8,/
COC(=O)C(C)NC(=O)C1CCN(S(=O)(=O)c2ccc(Cl)cc2)CC1 (stereo not given),2.1,-8.7,/
COc1ccc2c(c1)c(=O)oc1cc(O)ccc12,0.5,-1.9,/
O=S(=O)(Cc1ccccc1)N1CCN(Cc2nc(-c3cccs3)cs2)CC1,-17.6,-0.2,-9.1
COc1cc(-c2cnn3c(C)c(C(=O)NCCCCc4ccccc4)cnc23)cc(OC)c1OC,7.7,-16.8,-8.5
CCn1nnc2c(Nc3ccc4c(c3)OCCO4)ncnc21,9.7,-12.1,-11.5
COc1ccccc1C1CNC(=O)c2nc(-c3cn(C)nc3C)[nH]c2C1 (stereo not given),3.2,-5.8,/
O=C1CCC(C(=O)N2CCN(Cc3cccnc3)CC2)CN1CC1CCCCC1 (stereo not given),-4.2,5.6,/
Cc1ccc(-n2nnc3c(=O)n(Cc4ccccc4F)cnc32)cc1C,-3.8,0.0,-1.5
# Carrying on:
SMILES,NPYLR7 agonist,hcGAS inh,mcGAS lum
Cc1csc(C2C(=O)NC(=S)C(C#N)C23CCCCC3)n1 (stereo not given),1.7&10.6,-7.3&-11.6,-6.9
CC(C)(C)c1ccc(-c2ccnc(N3CCN(S(=O)(=O)c4ccc(F)cc4)CC3)n2)cc1,5.9,-8.9,-5.0
CCOc1ccc(-n2nnnc2CNS(=O)(=O)N(C)C)cc1,-2.0,-4.8,-8.6
Cc1c(C=C2C(=O)NC(=S)NC2=O)c(=O)n(-c2ccccc2)n1C,-0.6,-1.6,-4.5
Cc1ccc(C2C3=C(CCCC3=O)SC(=N)C2C#N)o1 (stereo not given),9.9,-2.7,-3.9
Cc1c(C)c2ccc(OCc3nn[nH]n3)cc2oc1=O,-7.7,6.5,/
CN1CCN(C(c2ccc(C(F)(F)F)cc2)c2cc(Cl)c3cccnc3c2O)CC1 (stereo not given),1.9,-1.1,/
CCCNC(=O)C1CCN(CC(O)c2ccc(C(F)(F)F)cc2)CC1 (stereo not given),-3.3,-9.3,/
Cn1ccnc1SCCNC(=O)C1CC(=O)N(C2CC2)C1 (stereo not given),7.4,-3.5,-18.5
Cc1ccn2c(NC(=O)C3CCCC3)c(-c3cccc(Cl)c3)nc2c1,-12.6,2.7,-1.8
NC1=NC2(CCCCC2)n2c(nc3ccccc32)N1,18.3,-4.7,/
COc1ccc(C2Nc3ccccc3C(=O)N2Cc2ccco2)c(OC)c1 (stereo not given),14.8,-12.1,/
O=C(CCc1cccs1)Nc1cccc(Oc2ncccn2)c1,7.4,-11.4,-7.7
O=C(NC1CCCC1)c1cc2c(s1)CS(=O)(=O)C2,5.8,-5.4,-4.0
C=C(C)COc1ccc2c(=O)c(-c3ccccc3)c(C)oc2c1,2.6,-3.3,-3.8
CCCn1ncc2[nH]c(-c3c(OC)ccc4ccccc34)nc21,-2.2,1.1,-8.0
Fc1cccc(NC2CCCN(Cc3cccn3-c3ncccn3)C2)c1 (stereo not given),4.0,-8.3,/
O=C(NCCOc1ccc(-c2ccccc2)nn1)c1ccco1,1.2,-7.8,-7.5
CCc1ccc(CN2CCCC(CNC(=O)c3ccncn3)C2)nc1 (stereo not given),35.0,-6.9,/
COc1cccc(CC(=O)Nc2c(C(=O)N3CCOCC3)oc3ccccc23)c1,-14.5,1.6,3.9
O=C(NCC1Cc2cc(F)ccc2O1)c1ccc2c(c1)OCO2 (stereo not given),29.9,-5.8,-7.4
CC(C)(NC(=O)c1cccs1)C(=O)N1CCCC1c1ccccn1 (stereo not given),25.3,-3.4,-15.6
CC(C)CCN1C(=O)CC[C@]2(C(=O)NCCN3CCCC3)CCCC[C@@H]12,/,-3.0,0.0
C=CCN(C(=O)Nc1ccc(OC)cc1)c1nnc(-c2ccncc2)s1,6.7,-3.3,/
Cc1ccc2nc(CN(C)c3ncnc4c3CCN(C(=O)C3CC3)C4)[nH]c2c1,-1.2,-4.3,/
O=C(CCc1ccccc1)NC1CCN(c2ccccc2C(=O)NCc2cccnc2)CC1,16.5,-6.9,-6.3
COc1cccc(NC(=O)CCC2CCN(C(=O)CCN3CCCCO3)CC2)c1,10.8,-4.1,/
COc1ccc(-c2nc(NC(=O)c3ccc(C)c(F)c3)n[nH]2)cc1OC,-0.1,-3.5,-10.2

# Profiles, looked up by structure. Order of values: NPYLR7 agonist | hcGAS inh | mcGAS lum
# Record of CC(C)(NC(=O)c1cccs1)C(=O)N1CCCC1c1ccccn1 (stereo not given) = 25.3 | -3.4 | -15.6
# Record of O=C(NCC1Cc2cc(F)ccc2O1)c1ccc2c(c1)OCO2 (stereo not given) = 29.9 | -5.8 | -7.4
# Record of COc1ccc(-c2nc(NC(=O)c3ccc(C)c(F)c3)n[nH]2)cc1OC = -0.1 | -3.5 | -10.2
# Record of CCc1ccc(CN2CCCC(CNC(=O)c3ccncn3)C2)nc1 (stereo not given) = 35.0 | -6.9 | /
# Record of Cc1ccc2nc(CN(C)c3ncnc4c3CCN(C(=O)C3CC3)C4)[nH]c2c1 = -1.2 | -4.3 | /
